Screens (PubChem BioAssay)
Shn3 3UTR inh: reduction of Shn3 3'UTR firefly luciferase signal, primary screen, Schnurri-3 inhibitor project, cell-based, Clone20 osteoblasts, set 2; Clone20 osteoblast Shn3 3'UTR firefly luciferase, 24 h; inhibition, % at 12.5 µM; actives 0.52% (n = 360,000);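 active = mean inhibition of at least 75% with every replicate also reaching 75%; inconclusive = mean inhibition at least 75% but some replicate below; inactive = mean inhibition below 75%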;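 also: 0% = median of neutral control wells and 100% = pilot-screen positive control compound; some compounds past the cut are filed as inactive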
Peg3 promoter: Peg3 promoter-driven luciferase inhibitors, primary screen, cell-based, HeLa, luciferase luminescence; inhibition, % at 20 µM; actives 1.7% (n = 360,000); AID 588405, 2011; HeLa PEG-Prom luciferase reporter, overnight;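 active = inhibition of at least 50% at 20 µM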
C8 TRAIL sens: viability loss with TRAIL in NB7+C8 cells, primary screen, TRAIL sensitizer project, cell-based, ATPlite luminescence | actives 1% (n = 360,000) | inhibition (viability loss, TRAIL sensitization), % at 10 µM | AID 624354, 2012;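 active = compounds causing at least 50% loss of cell viability in the single-dose screen, relative to plate controls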
MITF TRPM1 inh: inhibitors of MITF-dependent TRPM1 promoter reporter, primary screen, cell-based, SK-MEL-5, single point, luciferase | inhibition, % at 12.5 µM | actives 0.83% (n = 330,000) | SK-MEL-5 TRPM1 promoter luciferase, 24 h;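 active = mean inhibition across replicates of 60% or more, whatever share of single replicates reaches that level; inconclusive = some that reach 60%, reason not given; inactive = mean inhibition across replicates below 60%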; also: values of inactives mirror those of a sister screen read the other way
iPSC survival up: enhancers of single-cell hiPSC survival, primary screen, ATPlite luminescence. 100% = ROCK inhibitor wells, 0% = DMSO. survival enhancement, % at 20 µM. actives 0.044% (n = 360,000). AID 602274, 2012; in the data active = survival enhancement above about 18%;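 also: cells exposed to compounds for 16 hours before the ATP read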
CF NFkB block: inhibitors of PAF-induced NF-kB signaling, primary screen, cell-based, GFP fluorescence, uHTS. inhibition, % at 5 µM. KKLEB NF-kB-GFP reporter, GFP fluorescence overnight. actives 0.86% (n = 360,000);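 active = at least 50% inhibition at 5 µM, scaled per plate between neutral and stimulator controls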;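 also: PAF is a Pseudomonas aeruginosa culture filtrate used as stimulus; plate controls were PAF-stimulated DMSO wells for no effect and unstimulated DMSO wells for full effect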
HIF-2a block: HIF-2a reporter inhibitors, primary screen, luminescence, 786-0 RCC cells; inhibition, % at 18.8 µM; AID 624352, 2012; actives 0.72% (n = 360,000); 786-0 RCC cells HIF-2a reporter, luciferase luminescence, overnight;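 active = inhibition of the luminescence signal of 40% or more relative to plate controls, in a single-dose primary screen at 18.75 µM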
KKLEB tox: cytotoxicity in KKLEB CF airway cells, primary screen, cytotoxicity control for CF NF-kB inhibitor project, cell-based, uHTS, fluorescence assay plates | KKLEB CF airway cells viability, ATPlite luminescence, overnight; active compounds read low; cells stimulated with P. aeruginosa culture filtrate | activity change (cytotoxicity), % at 5 µM | actives 0.36% (n = 360,000);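 active = corrected activity change at or below -50% at 5 µM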
NR2E3 ag-1: inhibitors of NR2E3-RetCOR corepressor binding, primary screen, NR2E3 agonist project, biochemical, TR-FRET, GST-NR2E3, biotin-RetCOR | Photoreceptor-specific nuclear receptor (Homo sapiens), Q9Y5X4 | 1536-well | inhibition of corepressor binding, % at 4.78 µM | actives 0.12% (n = 320,000) | AID 2300, 2010;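 active = percent inhibition above the cutoff of mean plus 3 SD of all tested compounds, set per screening campaign, cut at about 20% in these data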;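 also: 0% = DMSO wells and 100% = biotin wells as full block of FRET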
Target sequence (Q9Y5X4 whole entry, looked up): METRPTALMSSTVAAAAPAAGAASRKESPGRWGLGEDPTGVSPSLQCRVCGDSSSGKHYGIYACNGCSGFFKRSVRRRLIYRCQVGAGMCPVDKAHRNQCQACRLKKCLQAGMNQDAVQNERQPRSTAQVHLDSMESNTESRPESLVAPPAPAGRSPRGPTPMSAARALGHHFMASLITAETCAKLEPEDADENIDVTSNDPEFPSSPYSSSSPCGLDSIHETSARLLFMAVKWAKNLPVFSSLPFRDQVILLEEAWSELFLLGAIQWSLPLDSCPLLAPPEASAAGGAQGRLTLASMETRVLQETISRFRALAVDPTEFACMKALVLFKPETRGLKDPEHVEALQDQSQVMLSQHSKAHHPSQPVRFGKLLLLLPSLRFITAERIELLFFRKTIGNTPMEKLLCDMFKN
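Test system: GST-NR2E3 and biotin-RetCOR proteins | Quantity: 1.35 nM GST-tagged NR2E3 final | Medium: Tris pH 7.5 | Also added: 7 nM biotin-RetCOR | Dosing: Compound at 4.8 µM, single dose | Timing: 5 h at 4 °C | Detection: Time-resolved FRET | Read-out basis: Percent inhibition | Benchmarks: Biotin wells as high control, 0.6% DMSO wells as low control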
EBV LMP1 NFkB: EBV LMP1-driven NF-kappaB luciferase reporter inhibitors, primary screen, cell-based, luminescence, single point. inhibition, % at 12.5 µM. actives 0.69% (n = 350,000). LMP1-induced NF-kappaB luciferase reporter cells; in the data active = inhibition above about 41%; inconclusive = no clear call, values can overlap the other calls;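 also: 0% = neutral control wells and 100% = reference inhibitor control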
NR2E3 ag-2: NR2E3 agonists in two-hybrid cells, primary screen, cell-based, luminescence, CHO-S, Gal4-NCOR/VP16-NR2E3 | luciferase | actives 0.35% (n = 360,000) | AID 602229, 2012 | inhibition of corepressor binding, % at 3.98 µM | Photoreceptor-specific nuclear receptor (Homo sapiens), Q9Y5X4;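 active = inhibition above the mean of all tested compounds plus 3 SD, cut at about 70% in these data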;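 also: 0% = DMSO with NR2E3 transfected cells and 100% = cells lacking NR2E3 construct; higher means lower luciferase signal from less NR2E3 corepressor binding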
Numbers without * were called inactive; u = inconclusive; x = no result given.

SMILES	Shn3 3UTR inh	Peg3 promoter	C8 TRAIL sens	MITF TRPM1 inh	iPSC survival up	CF NFkB block	HIF-2a block	KKLEB tox	NR2E3 ag-1	EBV LMP1 NFkB	NR2E3 ag-2
COc1cc(CCC(=O)N2CCN(S(=O)(=O)c3ccc(C)cc3)CC2)cc(OC)c1OC	1	-2	-8	-3	-0.5	8	3	10	5	0	2
CCOc1ccc(C(C(=O)NC2CCCC2)N(CCOC)C(=O)CNC(=O)c2ccco2)cc1 (centres undefined)	-6	-6	-5	-14	1.3	-13	8	5	5	-1	-43
C=C(C)CSc1nnc(CCCCCNC(=O)OC(C)(C)C)o1	-7	9	43	1	2.2	-13	-7	11	8	7	-17
Cc1nc([N+](=O)[O-])cn1CC(=O)Nc1ccc(F)c(Cl)c1	18	25	8	-6	-0.6	5	4	3	2	-10	-22
CCCCOc1ccc(C(=O)NCC(=O)NC2CCCCC2)cc1	2	14	13	1	1.8	20	6	-2	1	4	-18
COc1ccc(NC(=O)CSc2cc(C)ccc2C)cn1	-21	-10	-1	4	-2.3	4	1	16	-6	5	-10
COc1ccc(OC(F)(F)F)cc1CC1(C)C(=O)Nc2ccc(S(=O)(=O)NC3CCCCC3)cc21 (centres undefined)	21	16	15	x	6.8	11	10	-5	x	x	15
CCC(=O)Nc1ccc(N2CCN(S(C)(=O)=O)CC2)cc1	-11	-2	-6	4	1.5	-6	2	4	-3	-9	-7
Cc1ccc(CCN2CC(C(=O)NC3CCC(C)CC3)CC2=O)cc1 (centres undefined)	-10	0	-5	x	0.9	-12	-4	18	x	7	7
CCc1ccc(C2=NN(CCC(=O)NC3CCCCCC3)C(=O)CC2)cc1	-8	-3	-2	-1	-0.2	-1	-1	19	-2	1	-14
O=C(c1cc2ccccc2o1)N1CCN(c2ccccc2Cl)CC1	0	10	-1	-14	-2.4	-3	4	6	0	-11	-21
CCC/C(O)=C1\C(=O)CCCC1=NCCc1c(C)[nH]c2ccc(OC)cc12	10	2	13	5	0.4	-7	9	16	4	-13	-29
CCOC(=O)c1c(NC(=S)Nc2ccccc2)sc2c1CCN(C)C2	5	-9	-15	-2	-1.6	-5	-15	1	1	6	-37
C[C@@]12C(C[C@H](O)[C@@]34C[C@@H](CCC13)[C@@H](CO)C4=O)[C@](C)(C(=O)O)CC[C@@H]2O (some centres undefined)	-10	-9	-23	x	1.0	22	6	-1	x	x	6
CCCNc1ncnc2sc(C)c(C)c12	38	16	20	-9	3.2	10	6	-3	3	4	56
O=C(NCCOc1ccccc1)c1ccccc1NC(=O)C1CCCO1 (centres undefined)	-57	-181	3	-60	-0.3	12	-206	0	-2	-21	-77
Cc1ccc(C(=O)Nc2ccncc2)cc1S(=O)(=O)N1CCOCC1	18	18	3	-9	-0.4	14	15	-11	-3	0	-19
CCCC(=O)N1CC(=O)Nc2ccc(F)cc2C1c1ccccc1 (centres undefined)	3	-3	-5	8	0.8	3	3	0	-2	-5	16
COc1cc2sc3cc(NCC[C@@H]4CCCN4C)ccc3c(=O)c2cc1OC	-16	-286	7	-96	1.5	-132	-381	-8	x	-27	-48
COc1cc(C2NC(=O)CCC2[N+](=O)[O-])c(OC)cc1Br (centres undefined)	-15	9	-22	4	0.1	0	19	4	1	6	-8
COc1ccnc(Oc2ccccc2)c1C(N)=O	-25	15	4	-5	-0.3	10	8	6	1	-7	1
CN(C)/C=C/C(=O)c1cnc(-c2cccc(Cl)c2)s1	-75	-247	11	-64	-1.1	6	-313	-3	0	-31	-56
Clc1ccc(OCc2nc(-c3ccncc3)no2)c(Br)c1	-30	-333	22	-75	-0.8	11	-274	-12	5	-56	-178
Nn1c(SCc2cccc(F)c2)nnc1-c1cccnc1	-23	-17	46	-4	2.3	7	-30	-8	2	-6	-31
COc1cc(NC(=O)c2ccno2)cc(C(=O)Nc2cccc(C(F)(F)F)c2)c1	0	1	-6	2	-2.1	-4	-20	12	3	9	-5
Nc1ncnc2c1ncn2[C@@H]1O[C@H](C(=O)Nc2ccc(Oc3ccccc3)nc2)[C@@H](O)[C@H]1O	-3	-7	-15	x	-2.4	-30	-6	1	x	x	-12
O=C(COC(=O)CN1C(=O)c2ccccc2C1=O)Nc1ccccc1C(F)(F)F	-4	0	-4	x	-0.2	-9	16	-5	x	3	-4
Nn1c(Nc2ccccc2)nc2ccccc2c1=O	0	0	-7	-4	6.0	7	-31	-9	-2	-6	10
CN(C)C(=O)c1ccc(NC(=O)c2cccc(S(=O)(=O)N3CCCCCC3)c2)cc1	-3	13	-14	1	-0.6	10	22	-6	1	2	-37
O=[N+]([O-])c1cccc(/C=N\N2CCN(Cc3ccccc3Cl)CC2)c1	-13	-87	12	-25	-0.4	-4	-137	5	-1	-21	-45
O=C(NCCNC(=O)c1cc(Cl)ccc1Cl)c1ccco1	-5	10	14	-6	-0.4	9	17	4	0	-16	-19
CCC1(CC)NC(=O)N(CC(=O)OC(C)C(=O)Nc2cc([N+](=O)[O-])ccc2OC)C1=O (centres undefined)	2	3	-39	6	-0.3	-22	7	-4	5	x	-6
COc1cc(OC)c(-c2sc(Nc3ccccc3)n[n+]2-c2ccc(F)cc2)cc1OC	2	-11	21	-24	-0.6	13	16	8	1	8	13
COC(=O)c1cc(OC)c(OC)cc1NC(=O)c1c(-c2ccccc2Cl)noc1C	31	18	7	7	-1.6	-29	1	12	0	10	-8
CC1=NOC(=O)/C1=C/c1ccc(-c2ccc(Cl)cc2)o1	u	102*	6	99*	-1.5	-46	-114	-1	4	-9	-32
CCCCCCCCn1cc(C(C)=O)c(=O)[nH]c1=O	-7	-1	-1	5	-1.9	-4	26	-9	2	-5	-23
C#CCN(C[C@H]1[C@H](OC(=O)NCc2ccc(OC)c(OC)c2)[C@H](OC(=O)NCc2ccc(OC)c(OC)c2)C[C@H]2C(=O)N(c3ccccc3)C(=O)[C@@H]12)S(=O)(=O)c1ccc(C)cc1	-27	0	0	x	-0.2	-6	3	8	x	5	-14
COCC(=O)NCc1ccc2c(c1)OCO2	5	10	-1	-13	-0.2	-2	13	-5	3	-7	8
CN(CCc1ccccn1)C(=O)CC1C(=O)NCCN1Cc1ccccc1C(F)(F)F (centres undefined)	16	7	-12	7	0.7	4	17	-2	6	-4	0
CC(=O)NC(CC(=O)c1ccc([N+](=O)[O-])cc1)C(Cl)(Cl)Cl (centres undefined)	-3	-5	-8	-7	1.9	-22	9	8	-1	-13	7
COc1cc(CN2CC(=O)N(c3ccc(C)c(C)c3)C2=S)cc(OC)c1OC	23	19	10	0	0.0	10	18	-5	0	3	0
CNc1ccc(NC(C)=O)cc1[N+](=O)[O-]	-24	-6	-11	10	6.0	-2	5	3	-7	-3	0
CC(C)(CNC(=O)c1cc(-c2ccc(Cl)s2)nc2ccccc12)N1CCOCC1	-1	15	-8	-12	0.1	-16	-10	-1	0	-8	2
COc1ccc(N(C)C(=O)c2cn(CC(C)C)c(=O)c3cc(OC)c(OC)cc23)cc1	-1	15	-1	-13	0.0	12	21	-7	-3	4	-16
COc1ccc(Nc2ncnc3ccc([N+](=O)[O-])cc23)c(OC)c1	11	23	1	-12	-0.5	15	13	-8	6	4	-22
CCOC(=O)CSc1nc2cc(C(=O)NCc3ccco3)ccc2c(=O)n1C1CCCCC1	-18	12	1	3	11	10	-2	13	1	3	-1
CCN(CC)S(=O)(=O)c1ccc(C(=O)Nc2ccc(OCC(=O)N3CCOCC3)cc2)cc1	4	6	4	3	1.6	-8	1	0	-1	-1	-1
CS(=O)(=O)c1ccc(Cl)c(NC(=O)c2cccc(-n3cnnn3)c2)c1	-3	24	12	20	-0.1	1	51*	5	-1	-3	-6
CCN1CCCC1CNC(=O)c1ccc2c(c1)N(Cc1cccc(Cl)c1)C(=O)c1ccccc1S2(=O)=O (centres undefined)	13	45	9	u	0.0	-9	11	-6	-2	-32	-4
O=C(O)c1ccc2c(=O)n3c(nc2c1)/C(=C/c1ccc(F)cc1)CC3	-29	-1	-20	7	-0.4	-25	2	21	3	-14	-7
C[C@H]1CN([C@@H](C)CO)C(=O)c2cc(Br)cnc2O[C@@H]1CN(C)C(=O)Nc1ccc(C(F)(F)F)cc1	-8	-8	-1	x	0.9	-7	12	4	x	-3	-10
Cc1cc(NC(=O)CSc2nnc3c(C)cc4ccccc4n23)no1	-19	-2	-2	-12	5.1	-5	5	-14	0	12	-9
Cc1nc2ccc(C(=O)Nc3cccc(NS(C)(=O)=O)c3)cn2c1N(C)C(=O)CCc1ccccc1	15	18	0	x	0.3	2	14	-1	x	x	-9
COC(=O)c1ccc(OCC(O)CN2C(=O)c3ccccc3S2(=O)=O)cc1 (centres undefined)	-7	-4	0	-22	0.7	8	-2	-3	1	-2	-10
O=C(COC(=O)/C=C/c1cccs1)NC(c1ccccc1)c1ccccc1	-10	7	-20	-8	-0.4	18	21	-8	-4	3	-23
COc1ccc(/C=N/NC(=O)c2ccoc2C)cc1COc1ccc(Cl)cc1	20	16	22	17	-1.5	-41	-47	12	-1	2	-105
Cc1cc(C)cc(OCC(=O)NNC(=O)c2cc(C)[nH]n2)c1	22	10	-6	4	0.1	6	15	-4	2	2	-7
COc1ccc(S(=O)(=O)NC(C)C(=O)NCc2cccnc2)cc1Cl (centres undefined)	-14	-7	5	7	-0.5	-5	0	3	3	-4	-6
COc1ccc(C(=O)COC(=O)c2cc(C)no2)c(OC)c1	11	-5	-17	x	1.2	-14	8	8	4	6	-8

Exported field by field: part of the list above.
COc1ccc(C(=O)COC(=O)c2cc(C)no2)c(OC)c1
  Shn3 3UTR inh: 11 | Peg3 promoter: -5 | C8 TRAIL sens: -17 | MITF TRPM1 inh: x | iPSC survival up: 1.2 | CF NFkB block: -14 | HIF-2a block: 8 | KKLEB tox: 8 | NR2E3 ag-1: 4 | EBV LMP1 NFkB: 6 | NR2E3 ag-2: -8
Cc1cc(C)cc(OCC(=O)NNC(=O)c2cc(C)[nH]n2)c1
  Shn3 3UTR inh: 22 | Peg3 promoter: 10 | C8 TRAIL sens: -6 | MITF TRPM1 inh: 4 | iPSC survival up: 0.1 | CF NFkB block: 6 | HIF-2a block: 15 | KKLEB tox: -4 | NR2E3 ag-1: 2 | EBV LMP1 NFkB: 2 | NR2E3 ag-2: -7

A portion of the library. The share of hits here may be higher or lower than overall.
